Source: PubChem (National Center for Advancing Translational Sciences (NCATS))
GLP1R ag: GLP-1 receptor (human) agonism; P43220; HEK293 GLP-1R CRE-luciferase, luminescence, 4-6 h; cells express a hypersensitive GLP-1R form; Potency, µM (titrated, usually from 45.6 µM), without a hit: top-dose activation, usual class: activators; 380,000 compounds, 0.007% hits; AID 624172; note: % of control where 0% means no effect
Target sequence (P43220 whole entry, looked up): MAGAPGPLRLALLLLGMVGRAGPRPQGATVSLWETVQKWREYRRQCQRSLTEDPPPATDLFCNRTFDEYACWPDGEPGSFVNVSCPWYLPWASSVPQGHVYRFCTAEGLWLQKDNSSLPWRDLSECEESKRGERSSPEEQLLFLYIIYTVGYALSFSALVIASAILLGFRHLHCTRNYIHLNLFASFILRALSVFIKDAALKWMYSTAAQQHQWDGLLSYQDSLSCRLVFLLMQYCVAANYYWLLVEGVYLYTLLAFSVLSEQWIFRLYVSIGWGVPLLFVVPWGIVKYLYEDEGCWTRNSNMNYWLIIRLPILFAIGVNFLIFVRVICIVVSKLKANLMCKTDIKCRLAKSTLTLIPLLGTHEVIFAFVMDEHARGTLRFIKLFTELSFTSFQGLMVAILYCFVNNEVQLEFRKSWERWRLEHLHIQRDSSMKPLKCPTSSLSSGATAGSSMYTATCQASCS
KB-V1 cytotox: KB-V1 MDR subline cytotoxicity; KB-V1 MDR cells viability, CellTiter-Glo, 72 h; Potency, µM (top dose mostly 46.1 µM), inactives show top-dose activity change, negative = cytotoxicity, most hits filed as cytotoxic; 400,000 compounds, 3.4% hits; AID 1347076; note: % is set by controls: 0 for no effect and ±100 for the full control effect; nearly all actives have a fitted effect of over 60% in size
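Potencies derive from concentration-effect curves fitted to normalized luminescence (CellTiter-Glo) of KB-V1 cells treated for 72 h at 37 degrees C in phenol-red-free DMEM containing 10% FBS.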
GLP1R inv ag: acts as inverse agonist at human GLP-1 receptor | HEK293 GLP-1R CRE-luciferase, luminescence, 24 h; GLP-1R form is constitutively active | P43220 | 410,000 compounds, 1.6% hits | AID 624417 | Potency, µM (doses to about 38.3 µM), without a hit: at the highest dose activity change, negative = inhibition, usual class: inhibitors; note: % is set by controls: 0 for no effect and ±100 for the full control effect; nearly all actives have a fitted effect of over 55% in size
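Inverse agonists were sought by their lowering of basal cAMP reporter luciferase output in HEK293 cells stably carrying constitutively active human GLP-1R, after 24 h compound treatment.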
HT1080-NT tox: kills 2HG-producing HT-1080-NT fibrosarcoma cells. AID 686970. 360,000 compounds, 1.6% hits. Potency, µM (top dose mostly 46.1 µM), without a hit: at the top dose activity, negative = less viability, hits mostly cytotoxic. HT-1080-NT fibrosarcoma viability, CellTiter-Glo ATP luminescence, 48 h;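 note: NT is the 2HG producing partner of a matched IDH1 knockdown line; 0% = DMSO-treated cells and -100% = media-only wells without cells; nearly all actives have a fitted effect of over 55% in size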
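750 cells/well, RPMI + 5% FBS; 2 h settle, compound pin-transfer, 48 h at 37 degrees C. CellTiter-Glo 10 min RT, luminescence. Normalized to DMSO and media-only wells.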
HEK293 tox: cytotoxicity in counter-screen for GLP-1R inverse agonists. HEK293 cAMP-luciferase reporter cells, luminescence, 24 h. Potency, µM (doses to about 38.3 µM), for the others: top-dose activity change, negative = inhibition, usual class: inhibitors. 410,000 compounds, 0.13% hits. AID 624418;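 note: loss of luciferase light is scored as toxicity; % is set by controls: 0 for no effect and ±100 for the full control effect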
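Step one: seed cells (200 cells/uL, DMEM with 10% Nu serum, 1% pen-strep). Step two: 12-hour incubation at 37 deg C. Step three: pin 23 nL compound, incubate 24 hr. Step four: add luciferase reagent, read luminescence 12 min later.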
HT1080 IDH1KD tx: toxicity to HT-1080 IDH1 knockdown cells (counter line) | AID 686971 | Potency, µM (highest dose often 46.1 µM), without a hit: at the top dose activity, negative = toxicity, most hits filed as cytotoxic | HT-1080 IDH1 knockdown viability, ATP luminescence, 48 h | 360,000 compounds, 2% hits;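 note: 0% = DMSO wells and -100% = cell-free medium wells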
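Using the IDH1-knockdown HT-1080 line run in the same batch and compound series as the NT line, viability after 48 h at 37 °C was determined by CellTiter-Glo luminescence and expressed as % activity.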
KB-3-1 cytotox: KB-3-1 parental cell cytotoxicity; Potency, µM (doses to about 46.1 µM), for inactives: at the highest dose activity change, negative = cytotoxic, most hits filed as cytotoxic; 400,000 compounds, 1.4% hits; AID 1347075; KB-3-1 viability, CellTiter-Glo ATP luminescence, 72 h; note: % is set by controls: 0 for no effect and ±100 for the full control effect; nearly all actives have a fitted effect of over 60% in size
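Using CellTiter-Glo luminescence, growth of non-resistant KB-3-1 adenocarcinoma cells is assessed 72 h after pin-tool compound addition at 37 °C. Normalized responses across the concentration series yield fitted curves.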
SW480 rereplic: induces DNA re-replication in SW480 colon adenocarcinoma cells; Potency, µM (series often up to 46.1 µM), without a hit: top-dose re-replication activation, most hits filed as activators; 340,000 compounds, 1.8% hits; SW480 DNA re-replication, Hoechst DNA content imaging, 48 h; note: % of control where 0% means no effect; nearly all actives have a fitted effect of over 55% in size
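Image-based read-out: total Hoechst fluorescence of nuclei (405 nm excitation, 500-530 nm emission), with hits raising the fraction of high-intensity nuclei. SW480 colon cells incubated 48 hr with compounds at 37 C.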
TDP-43 yeast inh: inhibitors of TDP-43 toxicity in yeast; TDP-43 expressing yeast growth rescue, BacTiter-Glo, 24 h; Potency, µM (top dose mostly 46.1 µM), for the others: at the top dose growth rescue (activation), most hits filed as activators; 410,000 compounds, 1.8% hits; AID 652104; note: % of control where 0% means no effect; nearly all actives have a fitted effect of over 50% in size
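Luminescence from BacTiter-Glo reports growth of TDP-43-expressing yeast after 24 hr at 30 deg C with compound. Cells were raffinose-pregrown to mid-log, then seeded in galactose medium at OD600=0.02.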
Starred values were filed as active, the others as inactive; ? = inconclusive; . = no result given; & = joins results of further samples; [ ] = remark or other dose. Calls come from the whole dose curve; as a rule, active = well fitted curve in the direction sought with a large enough effect; inconclusive = small, poorly fitted or top-dose-only effect, or another doubt; inactive = no such curve, though single readings can be large; an effect the other way counts as inactive or inconclusive. Potency is the fitted concentration of half-maximal effect.

SMILES | GLP1R ag | KB-V1 cytotox | GLP1R inv ag | HT1080-NT tox | HEK293 tox | HT1080 IDH1KD tx | KB-3-1 cytotox | SW480 rereplic | TDP-43 yeast inh
NCCCC(=O)N1c2ccccc2Sc2ccccc21 | 10% | 0% | ? | -27% | -8% | -8% | -14% | -4% | 10%
COc1ccccc1OCC(=O)Nc1sc2c(c1C(N)=O)CCC2 | 9% | -28% | 0% | -6% | 7% | 5% | -3% | 10% | -12%
NNc1nc2c(-c3ccc(F)cc3)nnn2c2ccccc12 | 4% | -14% | 3% | -25% | 10% | -27% | 10% | ? | ?
CCOC(=O)CN1C(=O)C(C)(C)Oc2ccc(C(=O)NC(C)(C)CC)cc21 | 2% | -15% | -24% | -4% | -19% | -7% | -2% | 17% | -4%
O=C(CCn1[nH]c(=O)c2ccccc2c1=O)NCCO | -17% | 1% | 3% | -1% | 2% | -8% | 0% | 0% | -8%
Cc1c(C(=O)NCc2ccc(Cl)cc2)sc2nc3n(c(=O)c12)CCCCC3 | . | ? | -28% | . | 3% | . | -21% | . | ?
O=C(c1ccco1)N1CCN(Cc2c(F)cccc2Cl)CC1 | -6% | -6% | -8% | 7% | 0% | -1% | 14% | -3% | 3%
COc1ccc(C(=O)NCCS(=O)(=O)N2CCc3ccccc3C2)c(OC)c1 | 23% | -5% | -19% | 15% | -10% | 7% | 8% | -96%[inhibitor] | ?
CCCC(=O)C1=C(O)C(C(=O)OC)C(C)(C)CC1=Nc1cccc([N+](=O)[O-])c1 (stereo not drawn) | 5% | ? | 2% | 3% | 17% | -4% | -12% | 0% | 10%
Oc1ccc(-c2n[nH]c(=S)n2-c2ccc3c(c2)OCCO3)c(O)c1 | 19% | -22% | 22% | -13% | -28% | ? | 1% | 38% | -8%
Cc1cc(O)cc(=O)n1CCc1ccccc1 | -6% | 7% | 8% | -3% | -1% | -1% | 11% | -7% | 4%
Cc1ccc(S(=O)(=O)c2nc(S(C)(=O)=O)sc2N2CCCC2)cc1 | -2% | -3% | -7% | 2% | -5% | 16% | -1% | ? | 13%
CSc1nnc(CNS(=O)(=O)c2ccc(Cl)cc2)n1C | 9% | -1% | 15% | 9% | -1% | 3% | 11% | 9% | -6%
COc1ccccc1-c1cc(N)n(S(=O)(=O)c2cccc3nsnc23)n1 | 12% | -6% | ? | -31% | -22% | -12% | -6% | 9% | 14%
COc1cccc(/C=C2\C(=O)N(c3cccc(C)c3)C(=O)c3ccccc32)c1 | -12% | 4% | 21% | 3% | -1% | 9% | -3% | 8% | -7%
CCS(=O)(=O)N1CCC(C(=O)Nc2cccc(F)c2)CC1 | 10% | 1% | -1% | 12% | 1% | 12% | 2% | -3% | 11%
CN(C)CCCN(C(=O)c1ccc(S(=O)(=O)N2CCCCCC2)cc1)c1nc2ccc(Br)cc2s1 | -2% | 23µM* | 3.5µM* | 18µM* | ? | 16µM* | ? | 23% | -18%
COc1ccc(NC(=O)C[C@H]2C(=O)N(CCc3ccccc3)C[C@@H]2C)cc1 | 1% | -29% | -21% | 1% | -11% | 4% | -2% | . | ?
O=C(CSc1nnc2ccccn12)c1ccc2c(c1)OCCO2 | -24% | 8% | -30% | -1% | 0% | -4% | 2% | -10% | 7%
NS(=O)(=O)c1ccc(CCNC(=O)c2ccc(Cl)c(S(=O)(=O)N3CCCCCC3)c2)cc1 | -5% | -12% | -25% | 0% | -20% | ? | ? | 1% | -13%
Cc1ccnc(NC(=S)NC(=O)/C=C/c2ccco2)c1 | -1% | 8.2µM* | ? | ? | -27% | ? | 10µM* | ? | 8%
COc1cc(NC(=O)CSc2nnc3ccc(-c4ccncc4)nn23)cc(OC)c1 | 14% | 0% | 20% | 0% | -6% | -12% | -1% | -12% | -30%[inhibitor]
CC(=O)c1c(C)[nH]c(C(=O)COC(=O)c2cc(C)oc2C)c1C | -7% | -1% | 2% | -3% | 1% | -11% | 5% | ? | -1%
COC(=O)C(C(=O)OC)C(C[N+](=O)[O-])c1ccc(O)c(OC)c1 (stereo not drawn) | -2% | 6% | ? | 7% | -4%[1.53 µM] | 7% | 8% | ? | 14%
COCCNC(=O)CSc1nc2ccccc2nc1Cc1ccc(C)cc1 | 1% | 0% | 2% | . | -4% | . | -23% | . | 30%
CN(C)CCCOC(=O)Cc1ccc(Cl)cc1 | -11% | 13% | 17% | 7% | -1% | 7% | 18% | 2% | -6%
Cc1ccc(NC(=O)CN(C)C(=O)c2cc3ccccc3o2)cc1 | 2% | -5% | -13% | 23% | 1% | 18% | 1% | 0% | -11%
CSc1nnc(C)c(=O)n1COC(=O)COc1ccc(Cl)cc1Cl | -2% | ? | 8% | 8% | 12% | -1% | 3% | -15% | 6%
O=C(NC1CCCC1)C(c1ccncc1)N(C(=O)Cc1cccs1)c1ccccc1 (stereo not drawn) | 4% | ? | 16% | 8% | 6% | 5% | 3% | 10% | -1%
COc1ccccc1C(=O)N/C(=C/c1ccc(Br)cc1)C(=O)NCC(=O)O | 9% | -3% | -6% | 6% | 17% | -1% | 2% | 4% | -19%
COC(=O)C1=C(C)N(CCCC(=O)O)C(=O)NC1c1cccs1 (stereo not drawn) | -4% | ? | 8% | 3% | 5% | 13% | 0% | -54%[inhibitor] | -3%
O=C(c1ccco1)N1CCN(C(c2ccccc2)c2nnnn2C2CCCC2)CC1 (stereo not drawn) | 1% | -16% | ? | 3% | -14% | 8% | -11% | -9% | 28%
CCOC(=O)C(Cc1ccccc1)NC(=O)CCc1c(C)nc2ncnn2c1C (stereo not drawn) | 0% | 0% | 0% | -1% | -9% | -3% | 27% | 0% | -8%
CN(C)c1ccc(C2Nc3ccccc3C(=O)N2NS(=O)(=O)c2ccccc2)cc1 (stereo not drawn) | 8% | 19% | -8%[7.66 µM] | -1% | -3%[7.66 µM] | -2% | 0% | -1% | 6%[9.22 µM]
Cc1ccccc1OC(=O)Cn1c(C(F)(F)F)nc2ccccc21 | 5% | 0% | 1% | 13% | -1% | 13% | -11% | -7% | 6%
O=C(c1cc2cc(Br)ccc2o1)N1CCCC1 | -6% | 2% | 0% | 9% | -22% | 4% | 0% | 0% | ?
S=C1NCN(Cc2cccnc2)CN1c1cccc2ccccc12 | 2% | -4% | -11% | 0% | 16% | 1% | 5% | ? | -5%
Cn1c(=O)c(NC2CCCCC2)c2c3c(cccc31)C(=O)c1ccccc1-2 | -2% | -8% | 10µM* | 5% | . | 12% | -12% | 23µM* | -6%
Cc1ccc(-n2nnnc2-c2cnc(N3CCCC3)nc2C(F)(F)F)cc1 | -2% | ? | ? | -18% | -7% | ? | ? | ? | ?
O=C(Cn1nc2sc3ccccc3n2c(=O)c1=O)c1ccc(Cl)cc1 | 3% | 18% | 2% | -3% | 0% | 1% | -15% | ? | -35%[inhibitor]
CCCOc1ccc(/C=c2\sc3ncnn3c2=O)cc1 | 0% | 10% | 4% | ? | 13% | 22% | 16% | -57% | 12%
O=C(C1=C[C@H](C2CCCCC2)C[C@H](OCCCCO)O1)N1CCN(Cc2ccc3c(c2)OCO3)CC1 | 12% | 0% | ? | -3% | 5% | -5% | 0% | -15% | 2%
NC(=O)CSc1nnc(NC(=O)c2ccc(S(=O)(=O)N3CCCCC3)cc2)s1 | 3% | 26% | 1% | -16% | 4% | 1% | 9% | 2% | -25%
Cc1ccn2c(=O)c(NC(=O)c3cccc4ccccc34)c(C)nc2c1 | -2% | -21% | -7% | 0% | -24% | 1% | 19% | 0% | -2%
CCOC(=O)c1ccc(NC(=O)CSc2nnc(-c3ccncc3)n2C)cc1 | -1% | 8% | 12% | 0% | -1% | 0% | 13% | -3% | 2%
COc1cc(C(=O)OC(C)C(=O)Nc2ccc3c(c2)OCCO3)cc(OC)c1OC (stereo not drawn) | -2% | ? | 24% | 2% | 11% | -19% | -3% | ? | 13%
Cc1ccc(NS(=O)(=O)c2ccc(-n3cccn3)cc2)cc1Cl | 0%&6% | -2%&-4% | ? | -1% | 1%&3% | -5% | -6%&-4% | . | 21%&20%
COc1ccc(S(=O)(=O)c2cnc3ccccc3n2)cc1 | 13% | 10% | -6% | ? | -15% | ? | -1% | ? | -9%[0.397 µM]
Cc1nnc(SCC(=O)N2CCCC2)n1-c1ccc(F)cc1 | 0% | 18% | 4% | 15% | 15% | 19% | -5% | 1% | -18%
COc1cnc(-c2ccccn2)nc1Oc1ccccc1 | 8% | ? | ? | 8% | ? | 21% | 1% | -12% | 23%
FC(F)(F)c1nnc(-c2ccccc2)nc1Sc1ccc(Cl)cc1 | -12% | ? | 2% | ? | -3% | ? | ? | ? | 20%
Cc1cc(N2CCC(C)CC2)n2nc(C)c(-c3ccccc3)c2n1 | 3% | ? | 6% | 11% | 3% | 7% | -15% | -2% | 18%
Cc1ccc(CCNC(=O)c2cc(C)nc3c2c(C)nn3-c2ccc(C)cc2)cc1 | . | 8% | -26% | . | -3% | . | 0% | . | 0%[9.22 µM]

No new results follow: an excerpt of the list.
SMILES | GLP1R ag | KB-V1 cytotox | GLP1R inv ag | HT1080-NT tox | HEK293 tox | HT1080 IDH1KD tx | KB-3-1 cytotox | SW480 rereplic | TDP-43 yeast inh
COc1cnc(-c2ccccn2)nc1Oc1ccccc1 | 8% | ? | ? | 8% | ? | 21% | 1% | -12% | 23%
FC(F)(F)c1nnc(-c2ccccc2)nc1Sc1ccc(Cl)cc1 | -12% | ? | 2% | ? | -3% | ? | ? | ? | 20%
Cc1cc(N2CCC(C)CC2)n2nc(C)c(-c3ccccc3)c2n1 | 3% | ? | 6% | 11% | 3% | 7% | -15% | -2% | 18%
Cc1ccc(CCNC(=O)c2cc(C)nc3c2c(C)nn3-c2ccc(C)cc2)cc1 | . | 8% | -26% | . | -3% | . | 0% | . | 0%[9.22 µM]
